High-throughput results: PubChem BioAssay, several laboratories
L major viab = Leishmania major promastigote growth inhibition, primary screen. Leishmania major promastigotes, resazurin fluorescence viability. inhibition, % at 10 µM. hit rate 9% among 200,000; in the data active means inhibition above about 50%;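 further: promastigotes grown with compound for 44 hours at 28 °C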
bIAP inhibitor = bovine intestinal alkaline phosphatase inhibitors, primary screen, selectivity assay for TNAP inhibitor project, biochemical, bovine IAP, CDP-star luminescence; alkaline phosphatase, intestinal [Bos taurus]; purified bovine IAP, 30 min; inhibition, % at 20 µM; 190,000 tested, under 10 active;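 active means over 50% inhibition of intestinal alkaline phosphatase at 20 µM in the single-dose screen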
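Assay system – bovine IAP enzyme · Quantity – bovine IAP at 1/65,000,000 final dilution · Detection – CDP-star luminescence signal · Times – 30 min reaction at room temperature · Also added – CDP-star substrate at 30 µM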
Diaphorase inh = diaphorase inhibitors and chemical oxidizers, primary screen, counter-screen for diaphorase-coupled primary assays, biochemical, uHTS, resorufin fluorescence | diaphorase resazurin-to-resorufin fluorescence, NADH, 16 min; bacterial (C. kluyveri) enzyme, not human | inhibition, % at 20 µM | hit rate 0.69% among 190,000;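 active means primary screen inhibition at 20 µM above a set limit, cut at about 50% in these data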;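 further: plate controls were DMSO with full reaction for no effect and wells lacking NADH for full effect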
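Assay system: diaphorase enzyme from Clostridium kluyveri. Quantity: enzyme working solution with 0.14 U/mL diaphorase. Schedule: reaction incubation of 16 min at room temperature. Technique: resorufin fluorescence, excitation 544 nm, emission 590 nm. Controls: No-NADH positive control and DMSO neutral control.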
TNAP inh hiacc = human TNAP enzyme inhibitors, primary screen, biochemical, luminescent, high phosphate acceptor level, uHTS | purified TNAP, CDP-star luminescence, 1 M DEA | inhibition, % at 20 µM | hit rate 0.03% among 200,000 | AID 1135, 2008;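 active means over 50% inhibition of tissue-nonspecific alkaline phosphatase at 20 µM in the single-dose screen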;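 further: plate controls were DMSO wells for no effect and EDTA-quenched wells as full inhibition for full effect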
Target sequence (P05186 whole entry, looked up): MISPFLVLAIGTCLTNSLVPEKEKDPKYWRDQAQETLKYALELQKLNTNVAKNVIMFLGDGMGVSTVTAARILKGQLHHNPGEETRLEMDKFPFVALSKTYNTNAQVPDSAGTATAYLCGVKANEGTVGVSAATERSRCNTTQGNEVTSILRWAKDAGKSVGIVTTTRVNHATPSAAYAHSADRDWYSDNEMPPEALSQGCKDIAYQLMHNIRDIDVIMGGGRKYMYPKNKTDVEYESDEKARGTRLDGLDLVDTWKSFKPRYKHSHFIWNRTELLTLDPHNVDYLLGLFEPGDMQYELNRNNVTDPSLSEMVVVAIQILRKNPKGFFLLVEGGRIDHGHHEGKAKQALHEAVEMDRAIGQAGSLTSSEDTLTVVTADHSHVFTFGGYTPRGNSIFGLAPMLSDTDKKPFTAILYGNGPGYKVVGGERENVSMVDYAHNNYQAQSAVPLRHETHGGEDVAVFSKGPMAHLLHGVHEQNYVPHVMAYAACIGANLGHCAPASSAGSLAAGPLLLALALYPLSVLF
bIAP activator = bovine intestinal alkaline phosphatase activators, primary screen, biochemical, bovine IAP, CDP-star luminescence; hit rate 0.17% among 200,000; purified bovine IAP, 30 min; stronger effect = higher value; fold of DMSO-control signal, blank-subtracted; AID 1016, 2008; alkaline phosphatase, intestinal [Bos taurus]; activation factor at 20 µM;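 active means activation factor of 2 or more at 20 µM, a signal rise over negative controls twice the positive control's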
TNAP inh noacc = human TNAP enzyme inhibitors, primary screen, biochemical, luminescent, no phosphate acceptor, uHTS | purified TNAP, CDP-star luminescence, 30 min | inhibition, % at 20 µM | hit rate 0.26% among 200,000;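 active means tissue-nonspecific alkaline phosphatase inhibition above about 50% at 20 µM in the single-dose screen, limit read from the data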;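 further: 0% = DMSO negative control and 100% = EDTA positive control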
TNAP act hiacc = TNAP activators at high phosphate acceptor level, primary screen, biochemical, luminescence, uHTS; Alkaline phosphatase, tissue-nonspecific isozyme (Homo sapiens), P05186; purified TNAP, CDP-star luminescence, 1 M DEA, 30 min; stronger effect = higher value; 0 = EDTA background, 1 = DMSO-only activity; activation factor at 20 µM; 200,000 tested, under 10 active; AID 1136, 2008;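 active means activation factor at least 2 at 20 µM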
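Assay system: human TNAP; Input: enzyme diluted 1/800 final; Reagent: CDP-star luminogenic substrate at 100 µM final; Timing: 30 min, room temperature; Signal: luminescence; Evaluation: TNAP activation factor scaled between EDTA and DMSO control wells.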
PMI act = activators of human PMI, primary screen, biochemical, fluorescence intensity, near-Km mannose 6-phosphate | Mannose-6-phosphate isomerase (Homo sapiens), P34949 | purified human PMI, coupled resazurin fluorescence, 20 min; stronger effect = higher value; 1 = vehicle control, 0 substrate-free wells | activation factor at 20 µM | hit rate 0.005% among 190,000;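 active means activation factor of 2 or more at 20 µM, relative to plate controls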
Target sequence (P34949 whole entry, looked up): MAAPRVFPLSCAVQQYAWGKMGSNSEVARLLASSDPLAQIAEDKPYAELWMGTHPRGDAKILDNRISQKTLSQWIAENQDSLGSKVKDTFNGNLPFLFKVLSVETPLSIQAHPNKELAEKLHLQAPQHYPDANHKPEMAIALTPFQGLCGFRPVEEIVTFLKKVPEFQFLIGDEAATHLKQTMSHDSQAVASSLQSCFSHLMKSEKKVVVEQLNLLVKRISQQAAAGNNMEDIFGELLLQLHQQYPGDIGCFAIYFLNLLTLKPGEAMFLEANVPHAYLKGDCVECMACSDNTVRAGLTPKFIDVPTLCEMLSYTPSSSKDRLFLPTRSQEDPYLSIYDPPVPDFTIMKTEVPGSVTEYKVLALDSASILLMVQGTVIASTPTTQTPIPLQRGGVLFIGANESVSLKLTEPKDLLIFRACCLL
PMI act satM6P = human PMI activators, high substrate, primary screen, biochemical, fluorescence intensity, near-saturating mannose 6-phosphate | AID 1216, 2008 | Mannose-6-phosphate isomerase (Homo sapiens), P34949 | hit rate 0.34% among 190,000 | coupled PMI enzyme assay, resazurin fluorescence, 20 min; stronger effect = higher value; 1 = untreated enzyme, 0 = substrate-free blank | activation factor at 20 µM;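 active means activation factor of 2 or more at 20 µM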
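Material: human phosphomannose isomerase with PGI, G6PDH, diaphorase coupling enzymes; amount: PMI at 15 ng/mL final; also added: Mannose-6-phosphate 1.0 mM (near-saturating) plus 0.22 mM NADP+; incubation: enzyme reaction with compound 20 min at room temperature; signal: resorufin fluorescence (Ex 544/Em 590 nm) from resazurin via diaphorase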
Diaph act CS = compounds boosting diaphorase resazurin reduction – biochemical, uHTS, resorufin fluorescence, counter-screen for diaphorase-coupled primary assays, primary screen | Diaphorase/resazurin coupled assay, 16 min; stronger effect = higher value; 1 = vehicle wells, 0 = NADH-free wells | activation factor at 20 µM | hit rate 0.005% among 190,000;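 active means diaphorase activity raised at least twofold by the compound at 20 µM; inactive means activation factor below 2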
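Material: Clostridium kluyveri diaphorase, purified enzyme; Quantity: enzyme 0.07 U/mL final; Medium: HEPES pH 7.4 buffer with MgCl2 and Tween 20; Dosing: single compound dose of 20 µM, 1% DMSO final; Schedule: 16 min reaction at room temperature; Measured by: red resorufin fluorescence at 544/590 nm excitation/emission.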
An asterisk follows results filed as active; x = no result given.

Each structure is followed by: L major viab, bIAP inhibitor, Diaphorase inh, TNAP inh hiacc, bIAP activator, TNAP inh noacc, TNAP act hiacc, PMI act, PMI act satM6P, Diaph act CS
- CCCCc1nnc(NC(=O)C(C)Sc2nc(O)c(Cc3ccccc3)c(=O)[nH]2)s1 (configuration not stated)
  -5, 1, 4, -1, 1, -19, 1, 1, 1, 1
- CCC1(c2ccc(F)cc2)NC(=O)N(CC(=O)Nc2cc(S(=O)(=O)N(C)C)ccc2Cl)C1=O (configuration not stated)
  12, 5, 21, -1, 1, -7, 1, 0.9, 1, 0.8
- O=C1c2ccccc2C(O)N1c1cccnc1 (configuration not stated)
  -3, 4, -9, -6, 1, -10, 1.1, 1.1, 1.1, 1.1
- O=C(CCC(=O)N1CCN(S(=O)(=O)c2ccc(Cl)cc2)CC1)NC1CCCc2ccccc21 (configuration not stated)
  5, -6, 16, -3, 1.1, -10, 1, 0.9, 0.9, 0.8
- NC(=O)C1(N2CCCCC2)CCN(CC(=O)Nc2cc(Cl)ccc2Cl)CC1
  9, -2, 12, 2, 1, -4, 1, 0.9, 0.9, 0.9
- Cc1ccnc2c(N3C(=O)C4C5c6ccccc6C(c6ccccc65)C4C3=O)cccc12 (configuration not stated)
  58*, -1, 12, -1, 1, 1, 1, 0.9, 0.9, 0.9
- Cc1ccc(S(=O)(=O)NCC2(c3ccccc3)CCOCC2)cc1
  11, 0, 12, -6, 1, -9, 1.1, 1, 1.1, 0.9
- CCOC(=O)CCCNC(=O)COC(=O)[C@@H]1CCCN1S(=O)(=O)c1ccc(Cl)cc1
  -6, 1, 4, -1, 1, -4, 1, 0.9, 1, 1
- Fc1ccc(NCc2cccnc2)cc1F
  1, 1, 8, 1, 1, -11, 1, 1.3, 1.5, 0.9
- CCC(=O)Nc1ccc2c(c1)nc1n2CCN(C2CCCCC2)C1
  4, 3, x, -4, 1, -7, 1, x, x, x
- O=C(CNS(=O)(=O)c1cccc(C(F)(F)F)c1)Nc1ccccc1F
  -7, 9, 12, 1, 0.9, -6, 1, 0.8, 0.8, 0.9
- O=C(Nc1ccccc1F)c1ccn[nH]1
  1, 13, 8, -5, 0.9, -12, 1, 1.1, 1, 0.9
- COc1cc(C(=S)N2CCOCC2)ccc1OC(=O)Cc1ccc(F)cc1
  -8, -7, 10, 0, 1.1, -18, 1, 1, 1, 0.9
- COC(=O)c1ccccc1S(=O)(=O)N(CCCN1CCOCC1)Cc1cccs1
  15, 7, 24, -4, 0.9, -10, 1, 1, 1.1, 0.8
- O=C(c1cc(C(=O)NCCc2ccccc2)c(=O)n(CCc2ccccc2)c1)c1cc(Cl)ccc1O
  98*, 12, 18, 3, 0.9, 13, 1, 1, 1, 0.8
- COC(=O)c1cccc(OCC(O)Cn2cnc3cc(C)c(C)cc32)c1 (configuration not stated)
  4, -8, 6, -3, 1.1, 1, 1, 0.8, 0.9, 0.9
- Cc1ccc(NC(=O)CSc2nccn2Cc2ccccc2)cc1C
  5, 20, 6, -7, 0.8, -16, 1.1, 0.8, 0.9, 0.9
- Cc1ccc(NC(=O)Cn2nc(-c3ccccc3Cl)ccc2=O)c(Br)c1
  6, 14, -8, 4, 0.9, 1, 1, 1, 1.1, 1.1
- COC(=O)c1ccc(N2CCN(S(=O)(=O)c3ccc(C)cc3)CC2)c([N+](=O)[O-])c1
  -4, 17, 19, -3, 0.8, -1, 1, 0.9, 0.9, 0.8
- COc1ccc(CN(C(=O)Cn2nnc(-c3ccc(C)o3)n2)C(C(=O)NCC2CCCO2)c2ccco2)cc1 (configuration not stated)
  28, 3, x, -5, 1, -13, 1.1, x, x, x
- Cc1nnsc1C(=O)N/N=C/c1ccccc1
  42, -450, 14, -2, 5.5*, -8, 1, 0.8, 0.8, 0.9
- Cc1ccc(Nc2n[nH]c(C)c2[N+](=O)[O-])cc1
  -4, 7, 4, 12, 0.9, 7, 0.9, 1, 1.1, 1
- COC(=O)c1cc2occc2n1Cc1nc(-c2cccc(Cl)c2)oc1C
  -6, 18, 4, -4, 0.8, -9, 1, 1, 1, 1
- CN1C(=O)CC(N2CCN(C(=O)c3ccccc3)CC2)C1=O (configuration not stated)
  -3, 4, 0, -4, 1, -23, 1, 1.1, 1, 1
- CN(C(=O)CSC1=Nc2ccccc2C2=NC(c3ccccc3)C(=O)N12)C1CCCCC1 (configuration not stated)
  41, -15, 15, 0, 1.2, -2, 1, 1, 1.1, 0.9
- O=C(CCCc1c[nH]c2ccccc12)N1CCN(c2ccc(N3CCOCC3)nn2)CC1
  1, -17, 2, -1, 1.2, -12, 1, 1, 0.8, 1
- CCOC(=O)C1CCCCN1Cc1cccc(OC)c1OC (configuration not stated)
  3, 3, 14, -3, 1, -12, 1, 0.9, 1, 0.9
- Cc1cc(NC(=O)c2ccccc2)n(-c2ccccc2)n1
  -4, 6, 17, -6, 0.9, -9, 1.1, 1, 1, 0.8
- O=C(Nc1ccccc1N1CCCC1)c1cc(Cl)ccc1Cl
  9, -9, 4, -3, 1.1, -6, 1, 1.1, 1, 1
- O=C(CN1CCN(C(=O)c2ccco2)CC1)Nc1cc(C(F)(F)F)ccc1Cl
  0, 3, 18, -5, 1, -13, 1, 0.9, 0.9, 0.8

Record cards (already shown).
CCOC(=O)CCCNC(=O)COC(=O)[C@@H]1CCCN1S(=O)(=O)c1ccc(Cl)cc1 across the screens: L major viab: -6; bIAP inhibitor: 1; Diaphorase inh: 4; TNAP inh hiacc: -1; bIAP activator: 1; TNAP inh noacc: -4; TNAP act hiacc: 1; PMI act: 0.9; PMI act satM6P: 1; Diaph act CS: 1
CCC(=O)Nc1ccc2c(c1)nc1n2CCN(C2CCCCC2)C1 across the screens: L major viab: 4; bIAP inhibitor: 3; Diaphorase inh: x; TNAP inh hiacc: -4; bIAP activator: 1; TNAP inh noacc: -7; TNAP act hiacc: 1; PMI act: x; PMI act satM6P: x; Diaph act CS: x

The results go on:
Each structure is followed by: L major viab, bIAP inhibitor, Diaphorase inh, TNAP inh hiacc, bIAP activator, TNAP inh noacc, TNAP act hiacc, PMI act, PMI act satM6P, Diaph act CS
- O=[N+]([O-])c1ccc(N/N=C/c2cn(Cc3ccc(F)cc3)c3ccccc23)nc1
  -4, 9, 8, 30, 0.9, 33, 0.7, 1.3, 1.5, 0.9
- Cc1c(Cl)c([N+](=O)[O-])nn1CCCC(=O)Nc1cccc(Cl)c1
  6, -10, 12, 0, 1.1, 5, 1, 0.9, 0.9, 0.9
- Brc1ccc2nc(N3CCN(c4ccccc4)CC3)sc2c1
  -4, 4, 17, -4, 1, -9, 1, 1, 1.1, 0.8
- CCCNC(=O)NC(=O)COc1c(F)c(F)cc(F)c1F
  -4, 6, -2, -4, 0.9, 2, 1, 1, 0.9, 1
- CCN(C(=O)COC(=O)c1cc(S(=O)(=O)N2CCOCC2)c(Cl)cc1Cl)C1CCS(=O)(=O)C1 (configuration not stated)
  -1, -13, 7, -6, 1.1, -3, 1.1, 1, 0.9, 0.9
- CC(=O)NC1=NN(C(C)=O)C2(CCCC2)S1
  -6, 8, 1, -3, 0.9, -8, 1, 1, 1, 1
- O=C(NCC1CCCO1)c1cn(-c2ccccc2)nc1-c1ccccc1 (configuration not stated)
  -2, -13, 58*, -7, 1.1, -8, 1.1, 0.9, 0.9, 0.4
- c1ccc(C(Cc2nc(-c3ccncc3)no2)c2ccccc2)cc1
  70*, 6, 10, -2, 0.9, -2, 1, 1, 1, 0.9
- C/C(=N\NC(=O)C(C)Sc1ccccc1)C(C)(C)C (configuration not stated)
  -1, 0, 12, -1, 1, 13, 1, 0.9, 1, 0.9
- Cc1cc(=O)n2nc(N3CCCC(C(=O)NCc4ccco4)C3)sc2n1 (configuration not stated)
  -4, 7, 14, -4, 0.9, -14, 1, 1, 1, 0.9
- CC(=O)c1[nH]c(C)c(C(C)=O)c1C
  -5, -3, 10, -1, 1, -11, 1, 0.9, 0.9, 0.9
- Cc1ccc(C(=O)N(C)CC(=O)Nc2ccc(F)c(F)c2F)o1
  -4, 19, 9, -2, 0.8, -12, 1, 1, 0.9, 0.9
- Cc1ncsc1CCOC(=O)c1ccc(Cl)cc1
  -5, 9, 15, -1, 0.9, -2, 1, 0.9, 0.9, 0.9
- Cc1cc(Cl)c(OCCOCCN2CCC(C)CC2)c(Br)c1
  99*, -31, 12, -7, 1.3, -9, 1.1, 1.1, 1, 0.9
- O=C(/C=C/c1cccc([N+](=O)[O-])c1)c1ccc2c(c1)OCCO2
  98*, 32, 18, -6, 0.7, -17, 1.1, 0.9, 1, 0.8
- COc1ccc(NC(=O)Nc2ncn(Cc3cccc(C(F)(F)F)c3)n2)cc1OC
  20, 6, 14, -1, 0.9, -5, 1, 0.8, 0.8, 0.9
- CCCCNC(=O)OC(C)CNC(=O)Oc1cccc(C)c1 (configuration not stated)
  -1, 2, 6, -3, 1, -7, 1, 0.9, 0.9, 0.9
- C=CCn1c(SCc2cccnc2)nnc1-c1ccncc1
  5, 9, 10, -6, 0.9, -14, 1.1, 1.1, 1.1, 0.9
- CCCCN1C(=S)NC[C@@H]1c1ccccc1
  0, 18, 10, -6, 0.8, -7, 1.1, 1, 1, 0.9
- CC(=O)Nc1ccc(S(=O)(=O)Nc2nc3ccc(C)cc3s2)cc1
  -18, 20, 20, -8, 0.8, -14, 1.1, 0.9, 0.9, 0.8

Ordered by value in PMI act (smallest number first): some entries from above
compound	PMI act
Cc1ccc(NC(=O)CSc2nccn2Cc2ccccc2)cc1C	0.8
Cc1ccnc2c(N3C(=O)C4C5c6ccccc6C(c6ccccc65)C4C3=O)cccc12 (configuration not stated)	0.9
Cc1ccc(S(=O)(=O)NCC2(c3ccccc3)CCOCC2)cc1	1
O=C(Nc1ccccc1N1CCCC1)c1cc(Cl)ccc1Cl	1.1
O=[N+]([O-])c1ccc(N/N=C/c2cn(Cc3ccc(F)cc3)c3ccccc23)nc1	1.3
